TexasRed fluor: counter-screen for TRb-SRC2 inhibitors: fluorescence interference; Potency, µM (doses to about 106 µM), without a hit: at the top dose fluorescence change, negative = quenching; TRb/SRC2 Texas Red total fluorescence interference; hit rate 0.29% among 280,000; active means well fitted curve in either direction with a large enough effect; inconclusive means small, poorly fitted or top-dose-only effect
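Human TRb ligand-binding domain at 0.6 uM with 20 nM Texas Red SRC2 peptide in Tris buffer containing 1 uM T3 and 5% DMSO, incubated with compound 5 h at ambient temperature. Total fluorescence (555/632 nm) calculated as parallel + 2 × perpendicular.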
RECQ1 inh: inhibitors of human RECQ1 DNA helicase; P46063; RECQ1 DNA unwinding, red fluorescence kinetic read; Potency, µM (highest dose often 57.3 µM), without a hit: top-dose activity, negative = inhibition, usual class: inhibitors; hit rate 0.54% among 240,000; AID 2549;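 further: plate controls were vehicle for no effect and no enzyme for full effect; nearly all actives have a fitted effect of over 30% in size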
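50 nM RECQ1T1 preincubated 15 min with compound in Tris pH 8.0 buffer with MgCl2, DTT, Tween-20 and 2.5 ug/ml poly(dI-dC); started with 200 nM TAMRA/BHQ-2 forked duplex and 2 mM ATP. Unwinding read as fluorescence (525/598 nm), two reads 2 h apart.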
L3MBTL1 block: blocks human L3MBTL1; AlphaScreen L3MBTL1–H3K9me1 peptide binding; Potency, µM (series often up to 57.1 µM), for the others: at the highest dose activity, negative = inhibition, most hits filed as inhibitors; hit rate 0.66% among 230,000; further: nearly all actives have a fitted effect of over 60% in size
Target sequence (Q9Y468 whole entry, looked up): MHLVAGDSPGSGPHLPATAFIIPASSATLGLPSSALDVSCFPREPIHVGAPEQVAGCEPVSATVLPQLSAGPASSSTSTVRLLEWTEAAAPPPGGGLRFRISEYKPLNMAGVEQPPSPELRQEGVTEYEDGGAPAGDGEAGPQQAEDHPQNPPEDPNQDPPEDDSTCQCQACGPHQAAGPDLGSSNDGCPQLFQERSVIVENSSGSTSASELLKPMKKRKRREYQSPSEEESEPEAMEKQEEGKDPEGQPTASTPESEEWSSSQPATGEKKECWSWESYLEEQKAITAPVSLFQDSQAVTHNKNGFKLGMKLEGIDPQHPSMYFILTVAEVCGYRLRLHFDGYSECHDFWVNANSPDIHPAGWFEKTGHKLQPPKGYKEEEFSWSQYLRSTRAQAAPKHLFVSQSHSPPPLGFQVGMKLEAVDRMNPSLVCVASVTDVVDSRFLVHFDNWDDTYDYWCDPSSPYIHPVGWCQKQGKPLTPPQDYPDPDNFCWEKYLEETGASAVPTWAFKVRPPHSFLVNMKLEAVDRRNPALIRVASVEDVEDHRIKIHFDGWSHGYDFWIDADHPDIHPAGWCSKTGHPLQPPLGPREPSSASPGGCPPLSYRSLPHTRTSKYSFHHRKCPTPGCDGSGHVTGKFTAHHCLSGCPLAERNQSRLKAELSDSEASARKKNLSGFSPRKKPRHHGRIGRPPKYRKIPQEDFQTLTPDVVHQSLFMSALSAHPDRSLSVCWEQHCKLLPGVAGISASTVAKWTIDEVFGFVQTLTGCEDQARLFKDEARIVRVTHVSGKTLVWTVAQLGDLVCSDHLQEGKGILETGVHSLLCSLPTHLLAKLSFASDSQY
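L3MBTL1 (50 nM) pre-complexed 30 min with biotinylated H3(1-15)K9me1 peptide (75 nM), then compounds added for 30 min at room temperature; AlphaScreen streptavidin donor/nickel chelate acceptor beads (10 ug/mL final) read after 30 min dark incubation.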
KDM4E inh: inhibitors of human JMJD2E histone demethylase. B2RXH2. JMJD2E catalytic domain, FDH-coupled NADH fluorescence (FDH is formaldehyde dehydrogenase). Potency, µM (highest dose often 57.1 µM), inactives show at the top dose activity change, negative = inhibition, usual class: inhibitors. hit rate 1.6% among 230,000. AID 2147; active means well fitted inhibition curve with a large enough effect, not every such curve was filed as active; inconclusive means small, poorly fitted or top-dose-only effect, or another doubt; inactive means no such curve, though single readings can be large or run the other way;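 further: 0% = wells with enzyme and -100% = buffer wells without enzyme; nearly all actives have a fitted effect of over 50% in size; many of its hits are not listed in these tables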
Tau fibril FP: tau fibrillization inhibition (FP) | AID 1468 | P10636 | K18 P301L tau heparin fibrillization, Alexa594 FP, 6 h | Potency, µM (doses to about 57.7 µM), for the others: top-dose activity, negative = inhibition, usual class: inhibitors | hit rate 0.39% among 280,000; further: nearly all actives have a fitted effect of over 55% in size
Target sequence (P10636 561-689 P618L limits assumed): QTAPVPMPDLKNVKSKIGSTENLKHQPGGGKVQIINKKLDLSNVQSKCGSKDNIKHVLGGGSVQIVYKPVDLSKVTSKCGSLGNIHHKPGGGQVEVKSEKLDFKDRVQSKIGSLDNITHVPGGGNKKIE
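Human K18 P301L fragment (15 uM unlabeled plus 0.24 uM Alexa 594-labeled) in 100 mM sodium acetate pH 7 with compound, aggregation induced by 20 uM heparin for 6 hr at 37 C. ThT (30 uM) added for 1 hr, then Alexa 594 FP read.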
TRb-SRC2 inh: inhibitors of human thyroid hormone receptor beta-SRC2 interaction. TRbeta-SRC2 peptide binding, fluorescence polarization; receptor liganded with 1 µM T3. P10828. AID 1469. hit rate 0.065% among 280,000. Potency, µM (highest dose often 106 µM), for inactives: at the highest dose activity change, negative = inhibition, hits mostly inhibitors;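 further: plate controls were bound peptide for no effect and peptide without receptor for full effect; nearly all actives have a fitted effect of over 50% in size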
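Binding of a 20-amino-acid Texas Red SRC2 peptide (20 nM) to TRb ligand-binding domain (0.6 uM) with agonist T3 at 1 uM was followed by fluorescence polarization after a 5 hr room-temperature incubation.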
GoLoco inh red: inhibitors of human Gai1-RGS12 GoLoco interaction (red fluorophore) | Potency, µM (series often up to 61.6 µM), for the others: at the highest dose activity, negative = inhibition, usual class: inhibitors | hit rate 0.44% among 230,000 | Gai1:RGS12 GoLoco peptide FP, rhodamine, 10 min | P63096; active means well fitted inhibition curve with a large enough effect, not every such curve was filed as active; inactive means no such curve, though single readings can be large or run the other way; further: nearly all actives have a fitted effect of over 30% in size; many of its hits are not listed in these tables
Tau fibril ThT: tau fibrillization inhibition (ThT binding) | Potency, µM (top dose mostly 57.4 µM), for the others: at the top dose activity, negative = inhibition, actives largely listed as inhibitors | hit rate 2.1% among 270,000 | recombinant tau K18 P301L (four-repeat tau fragment), heparin-induced fibrillization, ThT fluorescence; further: nearly all actives have a fitted effect of over 55% in size
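Tau K18 P301L fragment (15 uM unlabeled plus 0.24 uM Alexa 594-labeled) in 100 mM sodium acetate pH 7 with compound, fibrillization induced by 20 uM heparin for 6 hr at 37 C. Thioflavin T (30 uM) added, fluorescence read after 1 hr (ex 450, em 510 nm).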
The depositor's hits bear a star; i = inactive; u = inconclusive; x = no result given; & = joins results of further samples; [ ] = another dose, or the depositor's remark. Unless noted, the call rests on the fitted dose curve; in most records, active means well fitted curve in the direction sought with a large enough effect; inconclusive means small, poorly fitted or top-dose-only effect, or another doubt; inactive means no such curve, though single readings can be large; an effect the other way counts as inactive or inconclusive. Unless noted, on the % scale 0 is the no-effect control and ±100 the full control effect; potency means the concentration at half of the fitted maximal effect. Only part of the results is shown; the hit share may differ from the screen's.

SMILES | TexasRed fluor | RECQ1 inh | L3MBTL1 block | KDM4E inh | Tau fibril FP | TRb-SRC2 inh | GoLoco inh red | Tau fibril ThT
O=[N+]([O-])c1nn(-c2ccc3c(c2)OCCO3)n(O)c1=NCc1ccc(F)cc1Cl | -4% | -6% | x | -4% | -4% | -3% | -1% | u
CC(=O)NC(CC(=O)NC12CC3CC(CC(C3)C1)C2)c1ccccc1 (stereo not given) | -10% | -2% | -1% | 0% | 5% | 6% | -28% | 9%
NC(=O)c1oc2ccccc2c1NC(=O)C1COc2ccccc2O1 (stereo not given) | 1% | i | -2% | u | 0% | -10% | -10% | -15%
O=C(CCSc1ccc(Cl)cc1)c1cccs1 | 0% | 1% | 48%[activator] | -5% | -8% | -11% | -4% | u
O=S(=O)(CCc1nc2ccccc2[nH]1)c1ccc(Cl)cc1 | -2% | -2% | 9% | -3% | 4% | -4% | 16% | 6%
O=C(Cc1ccc(Cl)cc1)Nc1ccc(Br)cc1 | -5% | -3% | x | -6% | -11% | -2% | 4% | -2%
CN(C)/C=N/c1sc2c(c1C#N)CCCC2 | -2% | 10% | -15% | -8% | -1% | 0% | -8% | u
Cc1cccc2c1c1ccc3c(c1n2C)C(=O)C=CC3=O | -1% | 3% | -3% | 3% | 8.9µM* | 2% | -24% | 3.5µM*
CCOc1ccc(C2C(C(=O)c3ccco3)=C(O)C(=O)N2Cc2cccnc2)cc1 (stereo not given) | -1% | -3% | 13% | 0% | 1% | 0% | 6% | -4%
CCN1C=C(Cc2ccc(OC)cc2)C2=C(C1)C(c1ccc(OC)cc1)C(C#N)=C(N)O2 (stereo not given) | 50µM*[fluorescent] | -21% | -18% | u | 5% | u | 76%[activator] | u
COc1ccc(C2=CC3=C(Br)C(=O)C(C)(OC(=O)C4CCCC4)C(=O)C3=CO2)cc1 (stereo not given) | u | 3% | x | -5%&-28% | u | u | 4%&19% | u
CCCCc1nn2c(=O)cc(COC(=O)c3cccc(Cl)c3)nc2s1 | -14% | x | x | x | 1% | -3% | x | u
O=C(Nc1ccc(F)cc1)c1cnc(-c2ccccc2)nc1-c1ccccc1 | -5% | -1% | 1% | -2% | u | 5% | 0% | 13%
COc1ccc(C2NC(=O)c3sc4nc(C)c(C(C)=O)c(-c5ccc(Cl)cc5)c4c3N2)cc1 (stereo not given) | -2% | -3% | -3% | u | -1% | 6% | 11% | -9%
CCCCOc1ccc(NC2=NC3(CCCCC3)N=C(N)N2)cc1 | 3% | -23% | -9% | -4% | 8% | -31% | 4% | -13%
COc1cccc(C(=O)Nc2ccc(NC(=O)C3CC3)cn2)c1 | -1% | i | -4% | 3% | 5% | -7% | 9% | -7%
CCOc1ccc(CNS(=O)(=O)c2cc3c(cc2C)NC(=O)CO3)cc1 | -1% | x | x | x | u | -2% | x | -4%
CCCCC12CN3CC(C)(CN(C1)C3c1cc(Br)ccc1O)C2=O (stereo not given) | -1% | x | x | x | -11% | -3% | x | -5%
CCOC(=O)N1CCc2c(sc(NCc3cccc(F)c3)c2C(=O)Nc2ccc(OC)cc2)C1 | -58% | x | x | x | -1% | -12% | x | u
O=C(c1ccc([N+](=O)[O-])cc1)N1CCCC1 | -2% | i | -2% | 1% | -2% | 3% | 9% | -2%
Cc1oc(-c2ccc(Cl)cc2)nc1CN1CCCC(C(=O)NCCCN2CCCC2=O)C1 (stereo not given) | -3% | -5% | x | 6% | 8% | -9% | 2% | -7%
C=CCNS(=O)(=O)c1ccc2c(c1)n(C)c(=O)n2C | 0% | -12% | x | 4% | -2% | -2% | 10% | -11%
CCn1ccc(-c2ccccc2)c(C#N)c1=O | 0% | i | 0% | u | -9% | 0% | 7% | -1%
COc1ccc(-c2c([C@H]3[C@@H]4C=CCC[C@@]4(C)C(=O)N3Cc3ccccc3)ccc3ccccc23)cc1OC | 0% | -11% | x | u | 11% | -8% | -3% | -2%
O=C(N/N=C/C(Cl)=C/c1ccccc1)c1cnccn1 | -2% | 0% | 0% | -2% | 7% | 0% | 9% | u

Overlap with the part before: four entries, then new ones.
SMILES | TexasRed fluor | RECQ1 inh | L3MBTL1 block | KDM4E inh | Tau fibril FP | TRb-SRC2 inh | GoLoco inh red | Tau fibril ThT
C=CCNS(=O)(=O)c1ccc2c(c1)n(C)c(=O)n2C | 0% | -12% | x | 4% | -2% | -2% | 10% | -11%
CCn1ccc(-c2ccccc2)c(C#N)c1=O | 0% | i | 0% | u | -9% | 0% | 7% | -1%
COc1ccc(-c2c([C@H]3[C@@H]4C=CCC[C@@]4(C)C(=O)N3Cc3ccccc3)ccc3ccccc23)cc1OC | 0% | -11% | x | u | 11% | -8% | -3% | -2%
O=C(N/N=C/C(Cl)=C/c1ccccc1)c1cnccn1 | -2% | 0% | 0% | -2% | 7% | 0% | 9% | u
c1ccc(CNc2nnnn2-c2ccccc2)cc1 | 0% | i | 3% | 11% | -12% | 1% | -1% | -2%
CCc1cccc(C)c1NC(=O)CN1C(=O)c2ccccc2Sc2ncccc21 | -1% | x | x | x | 10% | 5% | x | -7%
COC(=O)c1ccccc1NC(=O)CC#N | 2% | i | 5% | u | 5% | -13% | -9% | -3%
CC1CCCCN1C(=O)CSc1nc2ccccc2nc1Cc1ccccc1 (stereo not given) | -3% | x | x | x | 1% | -1% | x | -11%
Cc1cccc(NS(=O)(=O)c2cc(C(=O)OCC(=O)Nc3cc(C)on3)ccc2C)c1 | -2% | -1% | -3% | 8% | -2% | 4% | 0% | -14%
NC(=O)C(CCC(=O)c1ccc(Br)cc1)S(=O)(=O)c1ccccc1 (stereo not given) | 1% | i | 7% | 9% | -7% | -3% | 0% | -8%
CC(=O)Nc1ccc2nc(CN3CCN(CC(C)C)C(CCO)C3)ccc2c1 (stereo not given) | -3% | 13% | 0% | u | 3% | -8% | 14% | -10%
COC(=O)c1ccccc1NC(=O)[C@H]1O[C@@H]2OC(C)(C)O[C@@H]2[C@H]2OC(C)(C)O[C@H]21 | -2% | x | x | x | -6% | 7% | x | -2%
COc1cc(O)cc(OC)c1OC | -12% | i | x | -24% | u | 5% | 3% | u
COc1cc(NC(=O)c2cnn3c(C(F)F)cc(C4CC4)nc23)c(OC)cc1Cl | -7% | i | 0% | 20% | -7% | -4% | 11% | -3%
CCc1ccc(NC(=O)CC2C(=O)N(c3cccc(C)c3)C(=O)N2Cc2ccc(F)cc2)cc1 (stereo not given) | -2% | x | x | x | u | 0% | x | 4%
CCOc1ccc(Br)cc1S(=O)(=O)Nc1ccc(C(=O)OCC(=O)Nc2ccc(C#N)cc2)cc1 | 0% | i | 3% | 1% | 25µM* | 3% | 0% | -5%
CC(C)CCNC(=O)c1ccc(OC2CCN(S(=O)(=O)N(C)C)CC2)cc1 | 2% | -10% | 2% | 4% | -10% | -1% | 3% | -3%
CC(C)(C)C1CCC(OC(=O)C[N+]2(C)CCCCC2)CC1 (stereo not given) | -1% | -6% | x | u | 3% | 6% | 8.9µM* | -4%
CC(=O)C1=C(C)OC(N)=C(C#N)C1c1ccncc1 (stereo not given) | 0% | 3% | -14% | u | u | -10% | -12% | u
N#C/C(=C\c1ccc(-c2ccccc2C(=O)O)o1)c1nc2ccccc2[nH]1 | u | x | x | x | -7% | -9% | x | u
CN(C(=S)Nc1cccnc1)c1ccc(O)cc1 | -16% | u | -9% | u | 3.2µM* | 35µM* | -14% | 2µM*
O=C(CSc1nc2c(cnn2-c2ccccc2)c(=O)[nH]1)NC1CCS(=O)(=O)C1 (stereo not given) | -1% | i | 5% | 10% | 10% | -2% | 11% | -7%
Cc1c(C(=O)OCC(=O)N2CC(C)OC(C)C2)oc2ccc(Br)cc12 (stereo not given) | 1% | -7% | -1% | 2% | 3% | 8% | 8% | 4%
COC(=O)c1nonc1NCn1nnc2ccccc21 | 1% | -6% | 9% | 1% | 3% | 2% | 6% | -15%
O=C1COc2cc(S(=O)(=O)NCc3ccco3)c(Cl)cc2N1 | -2% | x | 32µM* | x | -10% | -2% | x | u
N#CC1=C(N)N(c2ccccc2)C2=C(C(=O)CCC2)C1c1ccsc1 (stereo not given) | 0% | i | -14%[11.4 µM] | u | 0% | -4% | 6% | -8%
CN(C)CCOC(=O)CC12CC3CC(C1)CC(CC(=O)OCCN(C)C)(C3)C2 | u | -15% | -18% | -10% | -4% | u | 32%[activator] | -3%
Cc1cc(C)cc(N2C(=O)CC(n3ccnc3)C2=O)c1 (stereo not given) | 1% | i | x | 0% | 2% | -15% | 1% | 3%
COC(=O)c1cc(C(=O)OCC(=O)NC2CCS(=O)(=O)C2)cc([N+](=O)[O-])c1 (stereo not given) | -2% | 1% | 1% | -1% | -4% | 3% | 1% | -3%

4 compounds drawn at random from those above:
SMILES | TexasRed fluor | RECQ1 inh | L3MBTL1 block | KDM4E inh | Tau fibril FP | TRb-SRC2 inh | GoLoco inh red | Tau fibril ThT
COC(=O)c1cc(C(=O)OCC(=O)NC2CCS(=O)(=O)C2)cc([N+](=O)[O-])c1 (stereo not given) | -2% | 1% | 1% | -1% | -4% | 3% | 1% | -3%
O=C(CCSc1ccc(Cl)cc1)c1cccs1 | 0% | 1% | 48%[activator] | -5% | -8% | -11% | -4% | u
O=C(Cc1ccc(Cl)cc1)Nc1ccc(Br)cc1 | -5% | -3% | x | -6% | -11% | -2% | 4% | -2%
O=C(N/N=C/C(Cl)=C/c1ccccc1)c1cnccn1 | -2% | 0% | 0% | -2% | 7% | 0% | 9% | u
